Source: PubChem
NALP3 yeast inh: NALP3 inhibition in yeast; hit rate 0.39% among 330,000; Yeast reconstituted NLRP3/ASC/caspase-1, beta-gal luminescence, 24 h; inhibition, % at 10 µM;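 active means inhibition of 50% or more; inactive means inhibition below 50%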;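 further: plate controls were induced DMSO wells for no effect and uninduced yeast grown without galactose for full effect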
SENP6 block: SENP6 protease inhibition; hit rate 1.8% among 330,000; Q9GZR1; Recombinant SENP6 catalytic domain, aminoluciferin luminescence; inhibition, % at 10 µM;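 active means inhibition above about 50% at the single tested dose, limit read from the data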;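 further: plate controls were DMSO wells with enzyme for no effect and DMSO wells lacking enzyme for full effect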
PfGluPho inh: PfG6PD (Plasmodium falciparum) enzyme inhibition; PfGluPho enzyme, NADPH resazurin-diaphorase fluorescence; inhibition, % at 20 µM; hit rate 0.78% among 350,000; AID 504690;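 active means inhibition reaching at least a set limit at 20 µM in the primary screen, cut at about 59% in these data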;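 further: 0% = DMSO wells with substrate and 100% = DMSO wells lacking glucose-6-phosphate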
HKDC1 inhibitor: inhibitors of human hexokinase HKDC1 | inhibition, % at 20 µM | Q2TB90 | recombinant HKDC1, G6PDH/diaphorase resazurin coupled fluorescence | hit rate 0.16% among 340,000;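 active means inhibition above about 35% when tested at 20 µM, limit read from the data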;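 further: plate controls were DMSO wells with enzyme for no effect and DMSO wells lacking enzyme for full effect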
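Material – in-house recombinant HK5 (HKDC1) enzyme · Quantity – HKDC1 at 5 µg/mL · Buffer or medium – pH 8.0 Tris buffer with 10 mM MgCl2 · Reagent – glucose with 1 mM ATP · Dosing – single 20 µM dose · Times – reaction time 90 min, room temperature, protected from light · Technique – resorufin fluorescence at 613 nm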
Apaf-1 inh: human Apaf-1 inhibition; hit rate 0.71% among 330,000; inhibition, % at 20 µM; O14727; reconstituted apoptosome caspase-3 activity, DEVD-Rh110 fluorescence; active means inhibition of at least 40% at 20 µM;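 further: plate controls were DMSO wells for no effect and DEVD-CHO caspase inhibitor wells for full effect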
Target sequence (O14727 whole entry, looked up): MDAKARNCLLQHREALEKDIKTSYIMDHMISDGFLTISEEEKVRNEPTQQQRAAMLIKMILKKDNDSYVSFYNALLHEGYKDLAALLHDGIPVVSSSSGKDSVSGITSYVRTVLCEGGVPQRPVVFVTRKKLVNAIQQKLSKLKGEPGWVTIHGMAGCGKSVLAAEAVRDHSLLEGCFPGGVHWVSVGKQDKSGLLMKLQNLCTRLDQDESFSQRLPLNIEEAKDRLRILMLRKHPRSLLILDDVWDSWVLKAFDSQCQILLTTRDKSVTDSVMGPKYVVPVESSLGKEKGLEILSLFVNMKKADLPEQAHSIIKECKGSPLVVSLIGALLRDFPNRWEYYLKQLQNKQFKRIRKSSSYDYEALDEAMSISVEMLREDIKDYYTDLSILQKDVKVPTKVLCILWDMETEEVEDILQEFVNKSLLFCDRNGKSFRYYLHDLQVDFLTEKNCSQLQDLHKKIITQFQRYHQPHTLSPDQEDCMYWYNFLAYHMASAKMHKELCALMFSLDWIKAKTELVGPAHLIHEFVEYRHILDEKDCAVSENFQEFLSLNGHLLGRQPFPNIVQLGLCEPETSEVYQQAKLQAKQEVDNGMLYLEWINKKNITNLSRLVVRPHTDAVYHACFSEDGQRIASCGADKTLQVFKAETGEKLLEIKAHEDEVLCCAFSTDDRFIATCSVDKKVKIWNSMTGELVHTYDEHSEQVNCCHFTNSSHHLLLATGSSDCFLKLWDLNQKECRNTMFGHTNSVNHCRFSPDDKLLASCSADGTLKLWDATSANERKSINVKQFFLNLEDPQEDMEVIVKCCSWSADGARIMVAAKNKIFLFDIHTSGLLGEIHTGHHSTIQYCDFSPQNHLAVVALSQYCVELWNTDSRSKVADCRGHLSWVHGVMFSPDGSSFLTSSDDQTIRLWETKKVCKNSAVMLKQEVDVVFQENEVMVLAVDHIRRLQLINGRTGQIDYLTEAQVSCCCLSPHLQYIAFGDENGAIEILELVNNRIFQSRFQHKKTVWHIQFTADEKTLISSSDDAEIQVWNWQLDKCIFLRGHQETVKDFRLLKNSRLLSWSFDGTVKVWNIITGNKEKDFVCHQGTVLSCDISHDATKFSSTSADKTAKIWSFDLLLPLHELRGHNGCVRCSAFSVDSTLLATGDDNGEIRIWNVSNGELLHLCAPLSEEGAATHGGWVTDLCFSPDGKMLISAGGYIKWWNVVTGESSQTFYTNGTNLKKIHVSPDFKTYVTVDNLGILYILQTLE
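Material: biochemical Apaf-1 apoptosome reconstitution. Medium: Hepes buffer, pH 7.5. Also added: cytochrome c activation, bis-DEVD rhodamine 110 substrate. Timing: 30 min compound preincubation, 50 min activation, room temperature. Measured by: rhodamine 110 fluorescence at Ex 480/Em 540 nm.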
SENP1 inh: blocks the human SENP1 SUMO protease catalytic domain; Q9P0U3; recombinant SENP1 catalytic domain, CyPet-SUMO1-YPet FRET cleavage; inhibition, % at 10 µM; hit rate 0.21% among 360,000;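 active means inhibition at least 30% at 10 µM, raw YFP signal under a set limit, fluorescence ratio 0.5 to 1.5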;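 further: 0% = enzyme with DMSO and 100% = no enzyme wells; some results filed as inactive read as strong as hits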
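Material – human SENP1 catalytic domain · Input – SENP1 enzyme, 20 pM final · Compound dosing – single concentration of 10 µM compound, 0.5% DMSO final · Timing – enzyme reaction for 50 min at room temperature, dark · Measured by – FRET fluorescence in CFP and YFP emission channels · Control set – no-enzyme wells low, DMSO-plus-enzyme wells high control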
SENP7 block: inhibitors of human SENP7 protease; recombinant SENP7, Z-RLRGG-aminoluciferin luminescence, 40 min; hit rate 1.5% among 330,000; inhibition, % at 5 µM; Q9BQF6;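 active means inhibition above about 50% at the single test dose, limit read from the data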;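 further: plate controls were DMSO with enzyme for no effect and no enzyme buffer wells for full effect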
SENP8 block-1: inhibitors of human SENP8 protease | Q96LD8 | purified SENP8, Z-RLRGG-aminoluciferin cleavage, luminescence | inhibition, % at 10 µM | hit rate 1.2% among 330,000 | AID 2540; in the data active means inhibition above about 50%
SENP8 block-2: SENP8 (human) protease inhibition; inhibition, % at 20 µM; recombinant SENP8, Nedd8 substrate fluorescence; hit rate 0.64% among 360,000; AID 602440; in the data active means inhibition mostly above about 40%, no sharp cut-off; inactive means mostly below about 27%
* = called active by the depositor.

Results for Cc1ccc(CNCC(O)(c2ccc(F)cc2)c2ccc(F)cc2)cc1 ?
NALP3 yeast inh: 30; SENP6 block: -6; PfGluPho inh: 6; HKDC1 inhibitor: 0; Apaf-1 inh: 17; SENP1 inh: -37; SENP7 block: 6; SENP8 block-1: -2; SENP8 block-2: 6

How did COc1ccc(C2(O)CN(c3ccc(C)cc3)C3=[N+]2CCCC3)cc1 (stereo not drawn) do in these assays?
NALP3 yeast inh: -4; SENP6 block: -19; PfGluPho inh: -5; HKDC1 inhibitor: -3; Apaf-1 inh: -6; SENP1 inh: 1; SENP7 block: 0; SENP8 block-1: 9; SENP8 block-2: 20

How did COc1cc(-c2cc(C(=O)N(C)Cc3ccccc3)c3ccccc3n2)cc(OC)c1OC do in these assays?
NALP3 yeast inh: 10; SENP6 block: -9; PfGluPho inh: 20; HKDC1 inhibitor: -5; Apaf-1 inh: 22; SENP1 inh: 0; SENP7 block: -10; SENP8 block-1: -3; SENP8 block-2: -303

How did Cn1ncc([N+](=O)[O-])c1C(=O)NCc1ccccc1 do in these assays?
NALP3 yeast inh: 13; SENP6 block: -9; PfGluPho inh: -9; HKDC1 inhibitor: -5; Apaf-1 inh: -9; SENP1 inh: 1; SENP7 block: -1; SENP8 block-1: -2; SENP8 block-2: 12

How did CC(=O)c1ccc(-c2ccc(C(=O)NCC3CCCO3)o2)cc1 (stereo not drawn) do in these assays?
NALP3 yeast inh: 7; SENP6 block: 8; PfGluPho inh: 4; HKDC1 inhibitor: -3; Apaf-1 inh: 4; SENP1 inh: -18; SENP7 block: 8; SENP8 block-1: 2; SENP8 block-2: -411

Results for O=C(Cc1ccc(F)cc1)NCCc1ccccc1 ?
NALP3 yeast inh: 13; SENP6 block: 3; PfGluPho inh: 7; HKDC1 inhibitor: -14; Apaf-1 inh: -11; SENP1 inh: 3; SENP7 block: -2; SENP8 block-1: 0; SENP8 block-2: 3

What do the screens show for `O=C(COC(=O)c1cccc([N+](=O)[O-])c1)NCc1cccs1`?
NALP3 yeast inh: 18; SENP6 block: 1; PfGluPho inh: -6; HKDC1 inhibitor: -6; Apaf-1 inh: -8; SENP1 inh: 2; SENP7 block: 5; SENP8 block-1: 1; SENP8 block-2: 2

Results for Cc1ccccc1C(=O)N1CCN(S(=O)(=O)c2ccccc2)CC1 ?
NALP3 yeast inh: 2; SENP6 block: -5; PfGluPho inh: 5; HKDC1 inhibitor: -6; Apaf-1 inh: 6; SENP1 inh: 0; SENP7 block: 5; SENP8 block-1: -5; SENP8 block-2: 3

How did COc1cccc(NC(=O)c2cccc(S(=O)(=O)N3CCN(Cc4ccccc4)CC3)c2)c1 do in these assays?
NALP3 yeast inh: 20; SENP6 block: -15; PfGluPho inh: 4; HKDC1 inhibitor: 0; Apaf-1 inh: 18; SENP1 inh: 1; SENP7 block: -13; SENP8 block-1: -10; SENP8 block-2: 7

Results for Cc1ccccc1OCC(=O)OCC(=O)N1CCc2ccccc21 ?
NALP3 yeast inh: 14; SENP6 block: -12; PfGluPho inh: -1; HKDC1 inhibitor: 0; Apaf-1 inh: 10; SENP1 inh: 3; SENP7 block: -12; SENP8 block-1: 0; SENP8 block-2: 8

Results for O=C1OCCN1S(=O)(=O)Nc1ccccc1 ?
NALP3 yeast inh: 21; SENP6 block: 3; PfGluPho inh: 6; HKDC1 inhibitor: -3; Apaf-1 inh: -1; SENP1 inh: 2; SENP7 block: 1; SENP8 block-1: 4; SENP8 block-2: 21

Results for CCn1cc(C(=O)N(C)c2ccccc2F)c2cc(OC)c(OC)cc2c1=O ?
NALP3 yeast inh: 10; SENP6 block: -24; PfGluPho inh: -17; HKDC1 inhibitor: -1; Apaf-1 inh: -4; SENP1 inh: 2; SENP7 block: -10; SENP8 block-1: -9; SENP8 block-2: 2

What do the screens show for `CCCc1nc(SCC(=O)Nc2nccs2)c2ccccc2n1`?
NALP3 yeast inh: 27; SENP6 block: -6; PfGluPho inh: 25; HKDC1 inhibitor: -4; Apaf-1 inh: -1; SENP1 inh: -1; SENP7 block: 1; SENP8 block-1: 5; SENP8 block-2: 17

Results for COc1ccc(NC(=S)Nc2cc(-c3ccccc3)[nH]n2)cc1Cl ?
NALP3 yeast inh: 10; SENP6 block: -6; PfGluPho inh: 26; HKDC1 inhibitor: -9; Apaf-1 inh: 10; SENP1 inh: 1; SENP7 block: -4; SENP8 block-1: -16; SENP8 block-2: 27

What do the screens show for `COc1ccccc1CN1CCNC(=O)C1CC(=O)NCCc1cnccn1` (stereo not drawn)?
NALP3 yeast inh: -5; SENP6 block: -6; PfGluPho inh: -10; HKDC1 inhibitor: 0; Apaf-1 inh: -3; SENP1 inh: -2; SENP7 block: -1; SENP8 block-1: 5; SENP8 block-2: 15

How did Cc1ccccc1NC(=O)NCc1ccco1 do in these assays?
NALP3 yeast inh: 4; SENP6 block: -11; PfGluPho inh: -8; HKDC1 inhibitor: 4; Apaf-1 inh: -10; SENP1 inh: 1; SENP7 block: 1; SENP8 block-1: 3; SENP8 block-2: 18

How did CC(=O)N1CCCc2cc(S(=O)(=O)N3CCC(C)CC3)ccc21 do in these assays?
NALP3 yeast inh: -9; SENP6 block: 1; PfGluPho inh: 6; HKDC1 inhibitor: 16; Apaf-1 inh: 3; SENP1 inh: 0; SENP7 block: 1; SENP8 block-1: -2; SENP8 block-2: 0

How did CCCCc1cc(=O)oc2cc(C)cc(OCC(=O)N3CCC(C(N)=O)CC3)c12 do in these assays?
NALP3 yeast inh: 5; SENP6 block: 1; PfGluPho inh: -9; HKDC1 inhibitor: -5; Apaf-1 inh: -10; SENP1 inh: 3; SENP7 block: -1; SENP8 block-1: 4; SENP8 block-2: -175

Results for CC(C)C(=O)Nc1ccc(N2CCCC2)cc1 ?
NALP3 yeast inh: 18; SENP6 block: -3; PfGluPho inh: -2; HKDC1 inhibitor: -9; Apaf-1 inh: 0; SENP1 inh: 5; SENP7 block: 18; SENP8 block-1: 6; SENP8 block-2: 1

Results for O=C(c1ccco1)N1CCN(C(c2ccc(F)cc2)c2nnnn2CC2CCCO2)CC1 (stereo not drawn) ?
NALP3 yeast inh: 4; SENP6 block: -7; PfGluPho inh: 1; HKDC1 inhibitor: -3; Apaf-1 inh: -6; SENP1 inh: -1; SENP7 block: -1; SENP8 block-1: -7; SENP8 block-2: 8

Results for COc1ccc(NC(=S)N2CCN(S(=O)(=O)c3ccc(OC)cc3)CC2)cc1 ?
NALP3 yeast inh: 20; SENP6 block: -2; PfGluPho inh: 5; HKDC1 inhibitor: -1; Apaf-1 inh: -3; SENP1 inh: 0; SENP7 block: -9; SENP8 block-1: -4; SENP8 block-2: 12

What do the screens show for `Cc1cc(-c2ccccc2)cc(=O)[nH]1`?
PfGluPho inh: -2; HKDC1 inhibitor: 3; SENP1 inh: 0; SENP8 block-2: -84

How did CC(=O)Nc1nonc1-c1nc2ccccc2n1Cc1nnc(C)o1 do in these assays?
NALP3 yeast inh: 8; SENP6 block: -5; PfGluPho inh: 6; HKDC1 inhibitor: -7; Apaf-1 inh: -18; SENP1 inh: -14; SENP7 block: 3; SENP8 block-1: 3; SENP8 block-2: -66

Results for COc1ccc(CCNC(=O)c2ccc3c(c2)N(Cc2ccc(F)cc2)CCS3)cc1OC ?
NALP3 yeast inh: 9; SENP6 block: -8; PfGluPho inh: 24; HKDC1 inhibitor: 7; Apaf-1 inh: 17; SENP1 inh: 0; SENP7 block: 13; SENP8 block-1: -10; SENP8 block-2: -429

What do the screens show for `C#CCOCCOCCOCCNc1nc(N2CCN(C(=O)[C@H]([C@@H](C)CC)n3cc([C@@H](N)CO)nn3)CC2)nc(N2CCN(C(=O)[C@H]([C@@H](C)CC)n3cc([C@@H](N)Cc4ccc(O)cc4)nn3)CC2)n1`?
NALP3 yeast inh: 0; SENP6 block: -25; PfGluPho inh: 6; HKDC1 inhibitor: 2; Apaf-1 inh: 2; SENP1 inh: 0; SENP7 block: 12; SENP8 block-1: -12; SENP8 block-2: 20

How did C=CCSc1nnc2n(-c3ccccc3OC)c(=O)c3c4c(sc3n12)CCC4 do in these assays?
NALP3 yeast inh: 3; SENP6 block: -9; PfGluPho inh: -5; HKDC1 inhibitor: 0; Apaf-1 inh: 5; SENP7 block: 5; SENP8 block-1: -1

What do the screens show for `COc1ccc(Cn2cnc3c(NS(C)(=O)=O)c(C)c(C)cc32)cc1`?
NALP3 yeast inh: 0; SENP6 block: -6; PfGluPho inh: -9; HKDC1 inhibitor: -3; Apaf-1 inh: 5; SENP1 inh: -1; SENP7 block: 0; SENP8 block-1: -1; SENP8 block-2: 18

Results for FC(F)(F)c1nc2ccccc2n2c(-c3ccc(Cl)cc3)nnc12 ?
NALP3 yeast inh: 13; SENP6 block: 8; PfGluPho inh: -26; HKDC1 inhibitor: -8; Apaf-1 inh: 3; SENP1 inh: 0; SENP7 block: 0; SENP8 block-1: 0; SENP8 block-2: -431

What do the screens show for `Nc1ccc(-c2nnn(CC(=O)N3CCCCC3)n2)cc1`?
NALP3 yeast inh: 13; SENP6 block: 20; PfGluPho inh: -20; HKDC1 inhibitor: -3; Apaf-1 inh: -3; SENP1 inh: 0; SENP7 block: 4; SENP8 block-1: 16; SENP8 block-2: -15

What do the screens show for `COc1cccc(C(=O)Nc2ccc3c(C)cc(=O)oc3c2)c1`?
NALP3 yeast inh: 23; SENP6 block: 63*; PfGluPho inh: 4; HKDC1 inhibitor: -1; Apaf-1 inh: 8; SENP1 inh: 1; SENP7 block: 71*; SENP8 block-1: 16; SENP8 block-2: -343

How did CCOC(=O)c1ccc(NC(=O)NC2CC3CCC(C2)N3Cc2nnnn2C(C)(C)C)cc1 (stereo not drawn) do in these assays?
NALP3 yeast inh: 13; SENP6 block: -8; PfGluPho inh: -7; HKDC1 inhibitor: -7; Apaf-1 inh: 0; SENP1 inh: 1; SENP7 block: 2; SENP8 block-1: 0; SENP8 block-2: 16

How did COc1ccc(CS(=O)(=O)CC(C)(O)c2ccccc2Cl)cc1 (stereo not drawn) do in these assays?
NALP3 yeast inh: 13; SENP6 block: -8; PfGluPho inh: -4; HKDC1 inhibitor: -2; Apaf-1 inh: 1; SENP1 inh: 0; SENP7 block: -4; SENP8 block-1: -3; SENP8 block-2: 10

By substructure, the entries above containing an aryl thioether with sulfur outside any ring (2)
What do the screens show for `CCCc1nc(SCC(=O)Nc2nccs2)c2ccccc2n1`?
NALP3 yeast inh: 27; SENP6 block: -6; PfGluPho inh: 25; HKDC1 inhibitor: -4; Apaf-1 inh: -1; SENP1 inh: -1; SENP7 block: 1; SENP8 block-1: 5; SENP8 block-2: 17

How did C=CCSc1nnc2n(-c3ccccc3OC)c(=O)c3c4c(sc3n12)CCC4 do in these assays?
NALP3 yeast inh: 3; SENP6 block: -9; PfGluPho inh: -5; HKDC1 inhibitor: 0; Apaf-1 inh: 5; SENP7 block: 5; SENP8 block-1: -1
